Screening data as filed in PubChem BioAssay.
RNase H inhibition = RNase H inhibition, HIV 1 Gag Pol polyprotein, FRET biochemical assay, screening (AID 372); HIV-1 RT RNase H, FRET RNA/DNA substrate fluorescence; higher % means a stronger effect; inhibition, % at 10 µM; hits with a dose series show IC50 in µM; 100,000 compounds, 0.77% hits; in the data active means inhibition above about 50%
* hit, by the source's call; & = joins results of further samples. Only part of the results is shown; count on the stated rates, not on these rows.

SMILES	RNase H inhibition
COc1ccc(N(CC(=O)Nc2cc(C)ccc2C)S(C)(=O)=O)cc1Cl	4%
CNC(=O)CN(c1ccc(OC)cc1)S(=O)(=O)c1ccc(OC)c(OC)c1	19%
Cn1c(/C=C2/C(=O)N(Cc3ccccc3)c3ccccc32)nc2ccccc2c1=O	17%
COc1ccc(Cl)cc1N(CC(=O)N1CCN(Cc2ccccc2)CC1)S(C)(=O)=O	24%
C=CCOc1ccc2ccccc2c1/C=N/NS(=O)(=O)c1ccccc1	4%
O=[N+]([O-])c1cc(C(F)(F)F)ccc1N/N=C/c1ccc(F)cc1	10%
Cc1ccc(Cc2cnc(NC(=O)c3ccccc3Cl)s2)cc1	9%
O=C(Cn1c(O)c(N=NC(=O)C(=O)Nc2ccc([N+](=O)[O-])cc2)c2ccccc21)Nc1ccccc1	36%
CCOC(=O)C1=C(C)N=c2s/c(=C\c3cccc4ccccc34)c(=O)n2C1c1cccs1 (stereo unspecified)	16%
CCOc1ccc(N2C(=O)/C(=C/c3ccc(O)cc3)SC2=S)cc1	8%
O=C(COc1ccc(Cl)cc1)Nc1ccc2oc(-c3ccccc3Br)nc2c1	8%
CCN(CC)S(=O)(=O)c1ccc(NC(=O)c2ccc(F)cc2)cc1	6%
CC(=O)N1CCN(c2ccc(NC(=O)/C=C/c3ccccc3)cc2)CC1	16%
COc1ccc(C2C(C(=O)OCc3ccccc3)=C(C)NC3=C2C(=O)CCC3)c(OC)c1 (stereo unspecified)	10%
CC(C)(C)C1CCC(=NNC(=O)CSCc2ccccc2)CC1 (stereo unspecified)	9%
COc1ccc(C(=O)/C=C/c2cn(-c3ccccc3)nc2-c2cccnc2)cc1	12%
CCN(CC)S(=O)(=O)c1cc(C(=O)NCc2ccccc2)ccc1Br	3%
COc1cc(C2Nc3ccccc3NC3=C2C(=O)CC(C)(C)C3)cc([N+](=O)[O-])c1O (stereo unspecified)	17%&3%
S=C(Nc1ccccc1)Nc1ccc(Oc2ccccc2)cc1	34%
COCCNc1nc(-c2ccc(Cl)cc2)nc2ccccc12	10%
COC(=O)CNC(=O)c1ccccc1F	12%
COc1cc(/C=C2/SC(=S)NC2=O)c([N+](=O)[O-])cc1OC	0%
CCCNC(=O)COc1ccc(C)cc1Br	0%
Oc1c(CN2CCCCC2)cc(CN2CCCCC2)nc1-c1ccccc1	8%

An excerpt of these results, with each value named.
S=C(Nc1ccccc1)Nc1ccc(Oc2ccccc2)cc1
  RNase H inhibition = 34%

COCCNc1nc(-c2ccc(Cl)cc2)nc2ccccc12
  RNase H inhibition = 10%

COC(=O)CNC(=O)c1ccccc1F
  RNase H inhibition = 12%

COc1cc(/C=C2/SC(=S)NC2=O)c([N+](=O)[O-])cc1OC
  RNase H inhibition = 0%

The listing continues.
SMILES	RNase H inhibition
Cc1cc(C)c(OCCOCCOc2cccc3cccnc23)c(Cl)c1	36%
COc1ccc(CC(=O)NNC(=O)c2cccc(Cl)c2)cc1	6%
c1cncc(-c2cc(-c3ccc4ccccc4n3)c3c(ccc4ccccc43)n2)c1	6%
COc1ccc2nc(NC(=O)C(C)(C)C)sc2c1	5%
COc1ccc(C=Nc2ccc(Cl)c(Cl)c2)cc1OC	9%
O=C(CCc1ccccc1)NCCN1CCOCC1	0%
CCOc1cc(C(=O)Nc2cc(C(=O)OC)ccc2C(=O)OC)cc(OCC)c1OCC	3%
O=C(NCCSc1ccc(Cl)cc1)c1ccc(CSc2ccccc2)cc1	13%
Cc1cccc(/C=N/n2c(C)nnc2C)c1	18%
Cc1cc(C)cc(N=C2C(=O)Nc3ccccc32)c1	0%
COc1cc2c(cc1OC)CN(Cc1ccccc1Br)CC2	9%
C/C(=N\N=C1\NC(=O)C(CC(=O)Nc2ccc(Cl)cc2)S1)C(C)(C)C (stereo unspecified)	0%
CC(C)(C)C(=O)C1=C(O)C(=O)N(c2ccccc2)C1c1ccccc1 (stereo unspecified)	7%
CSc1ccc(/C=C/C(=O)c2ccc(NC(=O)c3cccs3)cc2)cc1	11%
CN(C(=S)NC(=O)c1cccs1)c1ccccc1	17%
Cc1cc(C)c2nc(NC(=O)c3cc(Cl)ccc3Cl)sc2c1	21%
O=[N+]([O-])c1ccc(O)c(C=NCC2CCCO2)c1 (stereo unspecified)	0%
O=C(COc1ccc2ccccc2c1)Nc1ccc(Br)c(Cl)c1	7%
O=C(NCCN1CCOCC1)c1cccc(C(=O)NCCN2CCOCC2)c1	4%
O=C(CCN1C(=O)c2ccccc2C1=O)N1CCN(c2ccccc2)CC1	0%
Cc1c(N=Cc2ccc(O)cc2O)cccc1[N+](=O)[O-]	8%
O=C1OC(c2ccccc2)=N/C1=C/c1ccco1	5%
CCOC(=O)c1ccccc1NC(=O)CSc1ccc(Cl)cc1	42%
CCn1c2ccccc2c2nnc(SCC(=O)Nc3ccc(Br)cn3)nc21	18%
COc1ccc(/C=N/NC(=O)c2cc(C3CC3)[nH]n2)cc1O	10%
CC(C)C(=O)Nc1ccc2oc3ccccc3c2c1	13%
Cc1ccc(S(=O)(=O)Nc2ccc3c(c2)nc(C)n3Cc2ccccc2)cc1	20%
Cc1ccccc1NC(=O)c1c(NC(=O)c2cccs2)sc2c1CCCCC2	11%
N#C/C(=C\c1ccc(Br)o1)C(=O)Nc1ccccc1	15%
Cc1cccc(C)c1-n1c(C)cc(/C=N/NC(=O)C(=O)NC(C)(C)C)c1C	19%
CC1CCCCC1NC(=O)/C(C#N)=C/c1c[nH]c2ccccc12 (stereo unspecified)	12%
O=S1(=O)C[C@H](OS(=O)(=O)c2ccc(Cl)cc2)[C@@H](OS(=O)(=O)c2ccc(Cl)cc2)C1	3%
CCc1ccccc1NC(=O)COc1cccc(C)c1C	14%
Cc1cc(C2(c3ccc(O)c(C)c3)C(=O)N(Cc3ccccc3)c3ccccc32)ccc1O	17%
COc1ccc(/C=C/C(=O)c2c(C)nc3ccc(Br)cc3c2-c2ccccc2)cc1OC	21%
Cc1ccc(OCC(=O)Nc2ccc(S(=O)(=O)Nc3cc(C)on3)cc2)cc1	14%
O=C(/C=C/c1cccc([N+](=O)[O-])c1)Oc1cccc2ccccc12	25%
O=C(/C=C/c1ccc(F)cc1)N1CCC(CN2C(=O)c3cccc4cccc(c34)C2=O)CC1	0%
CC1=C(C)CC2C(=O)N(c3ccc(Br)cc3)C(=O)C2C1 (stereo unspecified)	7%
CSCCC(NC(=O)/C(=C/c1ccccc1)NC(C)=O)C(=O)O (stereo unspecified)	6%
CCOCCOC(=O)C1=C(C)NC2=C(C(=O)CC(c3ccc(Cl)cc3)C2)C1c1ccc([N+](=O)[O-])cc1 (stereo unspecified)	15%
O=C(Nc1nc(-c2cccc3ccccc23)cs1)c1ccc(Cl)cc1	12%
COc1c(C(C)C)oc2cc3oc(=O)ccc3cc12	14%
O=C(Nc1nc(-c2ccc(Br)cc2)cs1)c1cc2ccccc2o1	5%
Cc1ccc(Cc2cnc(CN(C)C)c(O)c2)cc1	12%
COc1ccc(Nc2nc(-c3ccc(C)cc3C)cs2)cc1	24%
COC(=O)c1cc(NC(=O)/C=C/c2ccc(OC)cc2)cc(C(=O)OC)c1	0%
CCOc1ccccc1NC(=O)c1ccc(C)cc1Cl	4%

Sorted by count of non-hydrogen atoms (high to low): 4 of the compounds above
SMILES	RNase H inhibition
COC(=O)c1cc(NC(=O)/C=C/c2ccc(OC)cc2)cc(C(=O)OC)c1	0%
O=C(Nc1nc(-c2cccc3ccccc23)cs1)c1ccc(Cl)cc1	12%
O=C(Nc1nc(-c2ccc(Br)cc2)cs1)c1cc2ccccc2o1	5%
Cc1ccc(Cc2cnc(CN(C)C)c(O)c2)cc1	12%

Further structures:
SMILES	RNase H inhibition
COc1cccc(C=Nc2cc(-c3nc4ccc(C)cc4o3)ccc2C)c1O	6%
O=C(COc1ccc2c3c(c(=O)oc2c1)CCCC3)c1ccc(F)cc1	5%
O=C(O)c1cc(NC(=O)c2cccc(Oc3ccc([N+](=O)[O-])cc3)c2)cc(C(=O)O)c1	0%
COc1cc(/C=C2\C(=O)N(c3ccc(S(N)(=O)=O)cc3)N=C2C)cc(I)c1O	28%
N#CC1=C(N)Oc2cc(N)ccc2C1c1cccc(Oc2ccc(Cl)cc2)c1 (stereo unspecified)	45%
CCCCN1C(=O)/C(=C\c2ccc(Cl)cc2)SC1=S	2%
CCOc1cc(/C=N/NC(N)=O)cc(Br)c1OCc1ccccc1F	25%
O=C(Cc1c(O)c2ccccc2[nH]c1=O)NCc1ccncc1	9%
Cc1cc(C)c(S(=O)(=O)Nc2ccc3oc4c(c3c2)C(=O)CC(C)(C)C4)c(C)c1	12%
Cc1[nH]c2ccc(C(=O)O)cc2c(=O)c1CC=C(Cl)Cl	0%
O=C1CC(n2ccnc2)C(=O)N1c1ccccc1 (stereo unspecified)	5%
COc1cc(-c2ccc(NC(=O)C(C)Oc3ccccc3)c(OC)c2)ccc1NC(=O)C(C)Oc1ccccc1 (stereo unspecified)	14%
CCc1cc(C=Nc2ccccc2)c(O)s1	13%
COc1ccc(C2=NN(CN3C(=O)C(=O)c4cc(Br)ccc43)C(c3ccccc3)C2)cc1 (stereo unspecified)	17%
CC1=C(C(=O)Nc2ccccc2Cl)C(c2ccc(N(C)C)cc2)NC(=S)N1 (stereo unspecified)	4%
O=C(Nc1ccc(OCc2ccccc2)cc1)c1cncc(Br)c1	12%
O=[N+]([O-])c1ccc(-n2nncc2-c2ccccc2)cc1	14%
O=C(c1cccc(N2C(=O)C3C4C=CC(C4)C3C2=O)c1)c1cccc(N2C(=O)C3C4C=CC(C4)C3C2=O)c1 (stereo unspecified)	9%
COc1cc(/C=N/Nc2nc(Nc3ccccc3)nc(Nc3ccccc3)n2)ccc1OCc1ccccc1	32%
COc1cc2ccccc2cc1C(=O)Nc1cc(-c2nc3ccccc3o2)ccc1C	2%
COc1ccc(OCCCCN2CCCC2)cc1	2%
CCN(CC)c1ccc(N2C(=O)/C(=C/c3ccc(Cl)cc3)SC2=S)cc1	0%
Cc1nc2ccccc2nc1N1CCCCC1	7%
Cc1cccc(C(=O)N2CCCCCC2)c1	2%
Cn1c(COc2ccc3ccccc3c2)nc2ccccc21	0%
COC(=O)c1cc(NC(=O)c2ccc([N+](=O)[O-])o2)cc(C(=O)OC)c1	10%
CC1CCc2c(sc(NC(=O)CCCOc3ccc(Cl)cc3Cl)c2C(N)=O)C1 (stereo unspecified)	7%
CCOC(=O)c1c(C)n(-c2ccc(OC)cc2)c2ccc(O)cc12	32%
O=C(CN1C(=O)/C(=C/c2ccccc2Cl)SC1=S)Nc1cccc(C(=O)O)c1	24%
COc1cc([N+](=O)[O-])ccc1NC(=O)c1ccccc1Cl	6%
Cc1cc(OCC(=O)N2CCC(C(N)=O)CC2)ccc1Br	4%
COC(=O)c1ccc(Oc2nc(/C=C/c3ccccc3)nc3ccccc23)cc1	23%
COc1cc(-c2c(C#N)c(N)n3c(nc4ccccc43)c2C#N)ccc1OCC#N	11%
COc1ccccc1C1C(C(C)=O)=C(O)C(=O)N1c1ccc(F)cc1 (stereo unspecified)	10%
c1ccc2oc(-c3ccc(NCc4ccc5c(c4)OCO5)cc3)nc2c1	8%
CCOC(=O)C1=C(C)N=c2s/c(=C/c3ccc(C)c(OC)c3)c(=O)n2C1c1cccs1 (stereo unspecified)	0%
CCCOc1ccccc1/C=N/NC(=O)N/N=C/c1ccccc1OCCC	0%
O=c1oc2ccccc2cc1-c1nnc(Nc2ccc(F)cc2)s1	41%
Cc1c(NS(=O)(=O)c2cccc3c2C(=O)c2ccccc2C3=O)c(=O)n(-c2ccccc2)n1C	6%
CCCCOc1ccc(C2C(C#N)=C(N)OC3=C2C(=O)CC(C)(C)C3)cc1 (stereo unspecified)	24%
O=C(c1cc(N2CCOCC2)c(F)cc1[N+](=O)[O-])N1CCOCC1	13%
COc1ccc2nc(NC(C)=O)sc2c1	0%
Cc1ccc(C(C)C)cc1OCC(=O)N=Nc1c(O)n(C)c2ccccc12	13%
CC1(C)C(c2ccco2)=[N+]([O-])C2(CCCCC/C2=N\O)N1O (stereo unspecified)	3%
O=C(Nc1cccc(Br)c1)Oc1ccccc1	3%
CC(=O)Nc1cc2nn(-c3ccc(Cl)cc3)nc2cc1C	8%
O=C(Nc1ccc2ccccc2c1)c1ccc(Cl)c([N+](=O)[O-])c1	5%
COc1ccc(-n2c(-c3ccccc3Cl)n[nH]c2=S)cc1	9%
Cn1c(=O)[nH]c(=O)c2ncn(Cc3ccccc3)c21	0%
O=C(COc1ccc(Cl)cc1)NNC(=O)c1cccc([N+](=O)[O-])c1	6%
COc1ccc2ccccc2c1/C=C1\SC(=O)N(c2ccccc2)C1=O	4%
COc1ccc(C(=O)Nc2cc(C(F)(F)F)cc(C(F)(F)F)c2)cc1	12%
CCOc1ccc(-c2cc(C(=O)N/N=C/c3cccnc3)[nH]n2)cc1	0%
CCCOc1ccc(/C=N/Nc2nc(-c3ccccc3)cc(-c3ccccc3O)n2)c(O)c1	0%
COc1ccc2ccccc2c1/C=C1\SC(=S)N(C2CCCCC2)C1=O	17%
CC(C)c1ccc(NC(=O)C(=O)NCc2ccccn2)cc1	0%
CCOC(=O)c1c(N)sc(C(=O)Nc2ccc(C)c(Cl)c2)c1C	17%
